From PubChem
mIDH1 inhibitor: blocks human mutant IDH1 R132H enzyme. O75874. IDH1-R132H enzyme, NADPH consumption, diaphorase/resazurin fluorescence. Potency, µM (highest dose often 76.6 µM), for inactives: at the highest dose activity change, negative = inhibition, hits mostly inhibitors. hit rate 0.093% among 390,000. AID 602179; further: on the % scale 0 is the no-effect control and ±100 the full control effect; nearly all actives have a fitted effect of over 65% in size
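IDH1-R132H (0.5 ug/mL dispensed) in pH 7.5 Tris buffer was preincubated 30 min with compound, then given a substrate mix of 0.016 mM NADPH and 2 mM alpha-KG for 80 min at room temperature; remaining NADPH was read by diaphorase/resazurin fluorescence.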
12-LOX inh: ALOX12 (human) lipoxygenase inhibition | P18054 | purified 12hLO, xylenol orange hydroperoxide absorbance | Potency, µM (doses to about 108 µM), inactives show at the highest dose activity change, negative = inhibition, usual class: inhibitors | hit rate 1.1% among 580,000; further: on the % scale 0 is the no-effect control and ±100 the full control effect
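Hydroperoxide product was detected by ferrous iron/xylenol orange as the 573 to 405 nm absorbance ratio. Arachidonic acid at 40 uM (final) was turned over for 30 min at room temperature by 150 nM human 12hLO, pH 7.0 Hepes buffer, after 15 min compound preincubation.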
USP1-UAF1 inh: USP1/UAF1 (human) deubiquitinase inhibition. O94782. recombinant USP1/UAF1, Ub-Rhodamine cleavage fluorescence. Potency, µM (top dose mostly 57.1 µM), inactives show at the top dose activity change, negative = inhibition, usual class: inhibitors. hit rate 0.23% among 390,000. AID 743255; further: on the % scale 0 is the no-effect control and ±100 the full control effect; nearly all actives have a fitted effect of over 60% in size; inactives centre near -12
Target sequence (O94782 whole entry, looked up): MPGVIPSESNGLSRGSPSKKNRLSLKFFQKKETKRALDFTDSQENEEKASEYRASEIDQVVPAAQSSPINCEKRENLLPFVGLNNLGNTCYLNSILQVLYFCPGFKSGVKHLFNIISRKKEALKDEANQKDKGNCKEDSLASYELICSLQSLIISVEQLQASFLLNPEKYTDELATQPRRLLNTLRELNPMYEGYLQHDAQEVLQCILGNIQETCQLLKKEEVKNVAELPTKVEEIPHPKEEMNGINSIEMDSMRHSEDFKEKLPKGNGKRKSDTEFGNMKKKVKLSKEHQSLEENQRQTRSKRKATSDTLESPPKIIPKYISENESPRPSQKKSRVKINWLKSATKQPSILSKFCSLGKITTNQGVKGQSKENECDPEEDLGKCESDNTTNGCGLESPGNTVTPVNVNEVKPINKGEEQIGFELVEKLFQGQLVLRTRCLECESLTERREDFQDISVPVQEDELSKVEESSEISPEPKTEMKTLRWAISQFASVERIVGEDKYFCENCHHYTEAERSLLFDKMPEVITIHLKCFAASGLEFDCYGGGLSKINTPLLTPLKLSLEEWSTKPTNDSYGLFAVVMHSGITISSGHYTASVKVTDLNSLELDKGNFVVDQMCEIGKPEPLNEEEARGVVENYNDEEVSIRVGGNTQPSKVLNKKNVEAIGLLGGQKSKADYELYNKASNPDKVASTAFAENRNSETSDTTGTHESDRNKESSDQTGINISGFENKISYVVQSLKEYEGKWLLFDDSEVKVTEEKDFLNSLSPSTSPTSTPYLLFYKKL
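USP1/UAF1 complex (1 nM) preincubated 15 min at room temperature with compound, then Ub-Rho substrate (150 nM final) added. Kinetic fluorescence at 480/540 nm over 6 reads at 60 s intervals; 50 mM HEPES pH 7.8, 0.5 mM EDTA, 0.1 mg/ml BSA, 1 mM TCEP, 0.01% Tween-20.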
Vif-APOBEC3G blk: blocks the Vif interaction with human APOBEC3G; Q9HC16; HeLa A3G-eYFP + Vif (tagged APOBEC3G with the HIV-1 protein that degrades it), YFP fluorescence, overnight; Potency, µM (titrated, usually from 46.1 µM), for the others: at the highest dose activity, negative = active, actives largely listed as inhibitors; hit rate 0.076% among 410,000; AID 602310;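 further: on the % scale 0 is the no-effect control and ±100 the full control effect; nearly all actives have a fitted effect of over 60% in size; hits raise eYFP signal because A3G escapes Vif-driven loss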
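HeLa cells stably expressing Vif and C-terminally eYFP-tagged A3G, seeded overnight at 37 deg C, then exposed to compound by pintool overnight at 37 deg C. Rise in yellow fluorescence (Ex 488/Em 500-530, Acumen) marks blocked Vif-driven A3G degradation.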
RGS4 inhibitor: inhibitors of human regulator of G protein signaling 4. P49798. Transcreener GDP fluorescence polarization, RGS4-accelerated GTP hydrolysis. Potency, µM (highest dose often 114 µM), for the others: at the highest dose activity change, negative = inhibition, usual class: inhibitors. hit rate 0.039% among 390,000. AID 504845; further: on the % scale 0 is the no-effect control and ±100 the full control effect; nearly all actives have a fitted effect of over 75% in size; some results filed as inactive show a strong effect at the top dose
Target sequence (P49798 whole entry, looked up): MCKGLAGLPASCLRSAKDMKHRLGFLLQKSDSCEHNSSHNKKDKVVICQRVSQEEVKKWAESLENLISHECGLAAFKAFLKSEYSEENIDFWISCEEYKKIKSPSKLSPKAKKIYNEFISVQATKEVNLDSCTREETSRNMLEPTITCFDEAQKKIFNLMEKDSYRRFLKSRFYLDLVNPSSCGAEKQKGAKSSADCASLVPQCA
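MLSMR compounds (23 nl, pin-transferred) preincubated 10 min at room temperature with a 500nM (2x) first reagent, then RGS4 at 900nM (2x) plus Transcreener GDP mix added; fluorescence polarization (620/688 nm) read before and after 90 min at 30 °C.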
RXFP1 agonist: agonists of human relaxin receptor RXFP1; HEK293T-RXFP1 cAMP TR-FRET, 30 min; response scale: percent of porcine relaxin response, buffer zero; Potency, µM (top dose mostly 57.5 µM), for the others: top-dose activation, hits mostly activators; hit rate 0.3% among 370,000; AID 2676; further: on the % scale 0 is the no-effect control and ±100 the full control effect; nearly all actives have a fitted effect of over 60% in size; many of its hits are not listed in these tables
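cAMP rise read by TR-FRET after 30 min, 37C compound exposure (up to 58 uM) in RXFP1-transfected HEK293 cells with Ro 20174 present. EC50 from Hill-equation fits, with 29 nM porcine relaxin as 100% and buffer as basal.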
TrxR1 inh: blocks rat thioredoxin reductase 1; O89049; hit rate 1% among 390,000; Potency, µM (doses to about 114 µM), without a hit: at the highest dose activity change, negative = inhibition, most hits filed as inhibitors; recombinant rTrxR1, NADPH fluorescence consumption, selenite substrate; further: on the % scale 0 is the no-effect control and ±100 the full control effect; nearly all actives have a fitted effect of over 65% in size
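Rat TrxR1 (90 nM in the dispensed reagent) was pre-reduced with 400 uM NADPH for 5 min at room temperature, then incubated with compound for 15 min. After 400 uM selenite was added, NADPH fluorescence (Ex 340/Em 450 nm) was followed for 8 min.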
Vif-APOBEC3F blk: inhibitors of Vif-A3F interaction; HeLa A3F-eYFP + Vif (tagged APOBEC3F with the HIV-1 protein that degrades it), YFP fluorescence increase; Potency, µM (highest dose often 46.1 µM), for the others: at the top dose activity, negative = active; hit rate 0.2% among 390,000; further: % of control where 0% means no effect; nearly all actives have a fitted effect of over 65% in size
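Fluorescence increase (Ex 488/Em 500-530) after overnight compound treatment at 37 deg C flags inhibition of Vif-driven A3F-eYFP loss in stable HeLa A3F-eYFP/Vif cells seeded overnight beforehand.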
TrxR1 substrate: is turned over as a substrate by rat TrxR1; O89049; purified TrxR1 substrate turnover, NADPH consumption readout; Potency, µM (series often up to 114 µM), inactives show at the highest dose activity change, negative = substrate turnover; hit rate 0.01% among 390,000; AID 588456; further: on the % scale 0 is the no-effect control and ±100 the full control effect; nearly all actives have a fitted effect of over 50% in size
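Rat TrxR1, dispensed at 90 nM, was prereduced with 400 uM NADPH (final) for 5 min at ~22 deg C, then incubated with compound 15 min before 400 uM selenite. A first-read NADPH fluorescence drop versus no-compound background flagged substrates.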
* hit, by the source's call; ? = inconclusive; . = not tested or not shown; [ ] = dose if it differs, or a comment. The call rests on the fitted dose curve; in most records, active means well fitted curve in the direction sought with a large enough effect; inconclusive means small, poorly fitted or top-dose-only effect, or another doubt; inactive means no such curve, though single readings can be large; an effect the other way counts as inactive or inconclusive. Potency means the concentration at half of the fitted maximal effect. A portion of the library; count on the stated rates, not on these rows.

Values in the order: mIDH1 inhibitor | 12-LOX inh | USP1-UAF1 inh | Vif-APOBEC3G blk | RGS4 inhibitor | RXFP1 agonist | TrxR1 inh | Vif-APOBEC3F blk | TrxR1 substrate
O=C(NCCc1ccccc1)c1cccc(N2CCCC2=O)c1
  -5% | . | -1% | 0% | 23% | -1.5% | 10% | 1% | -4%
CSc1nc(N)nc(SCC(=O)c2ccc(C)cc2)c1C#N
  7% | -24% | -8% | -1% | 11% | 29% | 7%[57.1 µM] | 3% | 7%[57.1 µM]
Cc1nc(SCC(=O)c2ccccc2)c([N+](=O)[O-])[nH]1
  7% | -16% | -14% | -4% | -29% | 2.2% | -1% | -1% | -2%[57.1 µM]
Cc1cccc(C(=O)OCC(=O)NC(C)C2CC3CCC2C3)c1O (stereo not given)
  -3% | 0% | -18% | 1% | 4% | . | 25% | 0% | 2%
O=C1NC(=O)C(CC(=O)N(c2ccccc2)C2(C(=O)NC3CCCC3)CCCCC2)N1 (stereo not given)
  4% | . | 0% | 2% | -3% | 0.7% | 12%[57.1 µM] | -18% | 5%[57.1 µM]
CCOC(=O)CCc1c(C)n[nH]c1C
  -15% | 15% | -16% | -10% | 7% | 1.9% | 13% | 1% | 0%
CCOc1cc(C2CC(=O)NC3=C2C(=O)C(C(=O)OC)C(C)C3)cc(Br)c1O (stereo not given)
  5% | 0% | -21% | -9% | -35% | 3.3% | 24%[57.1 µM] | 0% | 4%
Cc1cc(Br)ccc1NC(=O)CN(C)C(=O)C1=COCCO1
  8% | 16% | -17% | 3% | -31% | . | 9% | -15% | 4%
CCc1ccc(S(=O)(=O)Nc2ccc(Br)cn2)cc1
  -7% | 0% | -4% | 0% | 14% | 3.0% | 20% | 19% | -2%
O=C(NNC(=S)Nc1ccccc1)c1ccc(O)cc1
  0% | -2% | -3% | 4% | 0% | -1.6% | 16% | -11% | 12%
O=C(CSc1nc(-c2cccs2)cc(C(F)(F)F)n1)NCc1ccccc1
  5% | 13% | -1% | -15% | 1% | -0.1% | -2% | -7% | 2%
CC(C)C(=O)O/N=C(\N)c1ccc(Oc2ccc(Cl)cc2)c([N+](=O)[O-])c1
  -2% | 8% | -16% | 3% | 1% | 3.2% | 23%[57.1 µM] | 3% | -5%
CSc1nc(N2CCN(C)CC2)c2c(c1C#N)CC(C)(C)OC2
  6% | 201%[activator] | 0% | 0% | -21% | 2.4% | 8%[57.1 µM] | 5% | -4%
S=C1N(c2ccccc2)C(c2ccccc2)N2CCCN12 (stereo not given)
  -1% | 2% | 0% | -6% | 9% | 0.5% | -2% | 4% | -2%
COc1ccc(CNC(=O)COC(=O)CO/N=C(\C)c2ccc3c(c2)OCO3)cc1
  4% | -23% | -8% | -3% | -11% | -1.6% | 17% | -23% | -2%
COc1cccc(NC(=O)C2CCN(S(=O)(=O)c3ccccc3)CC2)c1
  -9% | 7% | -6% | 2% | 19% | 0.5% | 15% | 3% | -3%
Cc1cccc(NC(=O)CN2C(=O)CSc3ccc(S(=O)(=O)N4CCCC4)cc32)c1C
  -17% | -18% | -3% | 4% | 23% | ? | 11% | -3% | -3%
CC(C)NC(=O)c1ccc(-c2cccc(C(F)(F)F)c2)o1
  2% | 9% | -10% | 0% | -17% | -4.7% | -3% | 1% | 2%
CCOC(=O)Cc1csc(NC(=O)C2C3C=CC(C3)C2C(=O)O)n1 (stereo not given)
  7% | 157%[activator] | -20% | 3% | -21% | 0.9% | 13%[57.1 µM] | 1% | -7%[57.1 µM]
O=C(COC(=O)CNC(=O)c1cccc([N+](=O)[O-])c1)Nc1cccc(S(=O)(=O)N2CCCC2)c1
  -8% | -3% | -1% | 0% | 3% | 0.3% | -4% | -2% | -8%
Cc1ccc(-c2nnc(SCC(=O)N3CCCc4ccccc43)n2N)cc1
  6% | 58%[activator] | -15% | -3% | 16% | -1.3% | 16%[57.1 µM] | 3% | 6%[57.1 µM]
COc1cccc(-c2nc(C(N)=O)c3[nH]c(=O)n(-c4ccccc4)c3n2)c1OC
  0% | ? | ? | 1% | 10% | 2.5% | 25% | 1% | 0%
COC(=O)c1ccc(NS(=O)(=O)c2cc3c4c(c2)CCC(=O)N4CCC3)cc1
  -7% | -25% | -3% | -2% | 19% | -0.2% | ? | -10% | -20%
CCn1c(=O)c([N+](=O)[O-])c(Cl)c2ccccc21
  4% | . | -26% | ? | ? | -0.8% | 2.5µM* | 7% | 5%
N#C/C(=C\c1cccc(O)c1)c1nc2ccccc2o1
  0% | -21% | -6% | ? | -17% | 0.0% | 1% | ? | -11%
O=C(COC(=O)c1ccc2c(c1)OCO2)NCc1ccc2c(c1)OCO2
  7% | -10% | -8% | -5% | 12% | 0.3% | 13% | -11% | 5%
CCOc1ccc(C(=O)c2cnc3ccccc3c2N2CCN(CC)CC2)cc1
  -1% | ? | -15% | 4% | -10% | 16% | 0%[57.1 µM] | -3% | -1%[57.1 µM]
CN(CCc1ccccc1)C(=O)CC1C(=O)NCCN1Cc1ccccn1 (stereo not given)
  -4% | 7% | ? | -1% | . | . | . | -1% | .
C1=CC2CC1CC2CN1CCN(Cc2ccccc2)CC1 (stereo not given)
  2% | ? | 5% | 0% | 35% | -0.3% | 21% | . | 5%
CC(C)c1ccc(O)c(N)c1
  2% | ? | -5% | -7% | 9% | -0.8% | 6% | 1% | -2%
C=CCNC(=O)c1ccccc1CCc1ccccc1
  1% | -1% | -23% | -1% | -4% | 0.2% | 17% | 1% | 7%
COc1ccc(CCn2c(C)cc(C(=O)CN3C(=O)C(=O)N(C4CCCC4)C3=O)c2C)cc1OC
  -11% | -5% | -15% | 1% | 16% | -0.6% | 2%[57.1 µM] | -4% | -2%[57.1 µM]
CCOc1ccc(CCNC(=O)CCC(=O)Nc2ccc3nc(N4CCN(C)CC4)cc(C)c3c2)cc1OCC
  -9% | ? | -5% | 0% | 25%[11.4 µM] | 1.7% | 12% | -12% | 15%
N#Cc1ccc(CN2CCN(C(=O)CNS(=O)(=O)c3ccc4c(c3)OCCCO4)CC2)cc1
  -7% | 4% | 2% | 8% | 8% | -1.2% | 34% | 7% | 1%
O=C(CSc1ncc(-c2ccccc2)[nH]1)Nc1ccccc1F
  -5% | 0% | -10% | 2% | -15% | -1.1% | 23% | 9% | 9%
O=C(N/N=C/c1cc(Br)c(O)c(Br)c1)C1CC1
  -3% | 5% | -14% | -5% | -36% | 0.5% | 4%[57.1 µM] | -21% | -6%[57.1 µM]
NC(=O)c1c(NC(NC(=O)c2ccco2)(C(F)(F)F)C(F)(F)F)sc2c1CCCC2
  1% | 0%[57.4 µM] | -21% | 2% | -30% | 2.5% | ? | 1% | 5%
CCc1nnc(NC(=O)C2CC(=O)N(c3ccc(C)cc3)C2)s1 (stereo not given)
  15% | -29% | -4% | 4% | -21% | -0.4% | 9% | -8% | -4%
CCOc1cc(/C=C(/NC(C)=O)C(=O)O)cc(Cl)c1OCc1cccc(Br)c1
  8% | ? | ? | 1% | 3% | -3.0% | 4% | 1% | 1%
COc1ccccc1C(=O)Nc1ccc2c(c1)nc1n2CCN(C2CCCCC2)C1
  4% | -7% | -6% | -1% | -88%[56.9 µM] | -5.5% | 19%[57.1 µM] | -6% | 5%[57.1 µM]
CN(C)S(=O)(=O)N1CCN(CC(=O)Nc2cc(Cl)ccc2Cl)CC1
  7% | -2% | -18% | 0% | 1% | -1.3% | 12% | 1% | -7%
Cc1cc(=O)[nH]c(SCC(=O)NC(C)C2CC3CCC2C3)c1C#N (stereo not given)
  16% | -11% | -19% | -2% | 18% | 0.0% | 27%[57.1 µM] | 6% | 6%[57.1 µM]
CCN(CC)S(=O)(=O)c1cccc(C(=O)NC(Cc2c[nH]c3ccccc23)c2nnc3n2CCC3)c1 (stereo not given)
  -3% | 34%[activator] | -15% | 0% | 25% | 29% | -8% | -5% | -3%
Cc1nc2sc(C(=O)OC(C)C)c(N)c2c(C)c1C
  -2% | -4% | -13% | 3% | -19% | 1.5% | 15%[57.1 µM] | 8% | 18%[57.1 µM]
CCN(CC)CCNC(=O)c1ccc(NC(=O)c2cn(-c3ccc(F)cc3)nc2-c2cccc(OC)c2)cc1
  -2% | ? | -8% | -17% | ? | 0.4% | 7% | -7% | 3%

Of the compounds above, these contain a COOH group.
Values in the order: mIDH1 inhibitor | 12-LOX inh | USP1-UAF1 inh | Vif-APOBEC3G blk | RGS4 inhibitor | RXFP1 agonist | TrxR1 inh | Vif-APOBEC3F blk | TrxR1 substrate
CCOC(=O)Cc1csc(NC(=O)C2C3C=CC(C3)C2C(=O)O)n1 (stereo not given)
  7% | 157%[activator] | -20% | 3% | -21% | 0.9% | 13%[57.1 µM] | 1% | -7%[57.1 µM]
CCOc1cc(/C=C(/NC(C)=O)C(=O)O)cc(Cl)c1OCc1cccc(Br)c1
  8% | ? | ? | 1% | 3% | -3.0% | 4% | 1% | 1%
